# Bioassay records (PubChem)
# Pf growth 96h = Primary qHTS for delayed death inhibitors of the malarial parasite plastid, 96 hour incubation; P. falciparum luciferase reporter growth, 96 h; Potency, µM (highest dose often 28.7 µM), inactives show at the top dose activity change, negative = inhibition, hits mostly inhibitors; actives 6.9% (n = 320,000); also: potency is read from the fitted curve at half-maximal effect; % is scaled to controls: 0 for no effect and ±100 for the full control effect
#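 96 h incubation, 37 C, 5% CO2, of luciferase-reporter P. falciparum-infected RBCs (2% hematocrit, 0.05% parasitemia final) with test compounds; endpoint luminescence.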
# Cycloheximide cs = Cycloheximide Counterscreen for Small Molecule Inhibitors of Shiga Toxin; cell reporter, cycloheximide protein synthesis inhibition counterscreen; max response, %; actives 12% (n = 300,000); in the data active = max response mostly above about 13%, no sharp cut-off; inactive = mostly below about 14%; also: read at 38.3 µM for the half of the compounds with a filed dose; 0% is about no effect
# Tb PYK inh = qHTS of Trypanosoma Brucei Inhibitors. pyruvate kinase (Trypanosoma brucei), Q57TT1. TbPYK enzyme, Kinase-Glo Plus ATP luminescence, 45 min. Potency, µM (series often up to 76.8 µM), for inactives: at the top dose activity, negative = inhibition, hits mostly inhibitors. actives 0.12% (n = 410,000). AID 624173, 2012; also: potency is read from the fitted curve at half-maximal effect; % is scaled to controls: 0 for no effect and ±100 for the full control effect; nearly all actives have a fitted effect of over 50% in size
#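 Luminescent Kinase-Glo Plus end-point after 45 min room-temperature reaction of T. brucei pyruvate kinase started with 130 uM ADP (final). Buffer TEA 50 mM pH 7.2 with KCl, MgCl2, BSA, Tween-20; titration-based qHTS with fitted concentration-effect curves.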
# LmPK inhibitor = qHTS Assay for Inhibitors of Leishmania Mexicana Pyruvate Kinase (LmPK); actives 0.37% (n = 290,000); AID 1721, 2009; Q27686; purified LmPK, Kinase-Glo ATP luminescence, 1 h; Potency, µM (titrated, usually from 57.5 µM), without a hit: at the highest dose activity change, negative = inhibition, most hits filed as inhibitors; also: potency is read from the fitted curve at half-maximal effect; % is scaled to controls: 0 for no effect and ±100 for the full control effect
# Target sequence (Q27686 whole entry, looked up): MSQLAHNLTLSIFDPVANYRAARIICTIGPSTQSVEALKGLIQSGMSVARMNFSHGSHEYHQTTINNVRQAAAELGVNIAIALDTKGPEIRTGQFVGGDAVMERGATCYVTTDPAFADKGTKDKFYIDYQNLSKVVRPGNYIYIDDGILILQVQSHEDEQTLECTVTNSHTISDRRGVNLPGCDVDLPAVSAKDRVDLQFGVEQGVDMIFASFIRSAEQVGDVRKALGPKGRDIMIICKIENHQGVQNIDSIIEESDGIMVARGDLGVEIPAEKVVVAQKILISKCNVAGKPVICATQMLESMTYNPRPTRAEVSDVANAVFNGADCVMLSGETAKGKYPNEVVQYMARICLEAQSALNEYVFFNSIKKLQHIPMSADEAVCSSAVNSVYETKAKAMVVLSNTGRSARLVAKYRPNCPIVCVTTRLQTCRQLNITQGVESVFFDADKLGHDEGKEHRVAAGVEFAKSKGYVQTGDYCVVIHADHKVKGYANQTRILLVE
#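 In 50 mM imidazole pH 7.2 with 7 mM MgCl2, LmPK (0.1 nM) turned over PEP (0.5 mM) and ADP (0.1 mM) for 1 h at room temperature. Luciferase read-out of ATP.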
# Shiga toxin inh = A qHTS for Small Molecule Inhibitors of Shiga Toxin; Vero cells, Shiga toxin protein synthesis inhibition reporter; inhibition, % at 38.7 µM; actives 9.2% (n = 290,000); in the data active = inhibition mostly above about 28%, no sharp cut-off; inactive = mostly below about 43%; also: 0% is about no effect
# Pf growth 48h = Primary qHTS for delayed death inhibitors of the malarial parasite plastid, 48 hour incubation. AID 504832, 2011. actives 5.9% (n = 310,000). P. falciparum luciferase growth in erythrocytes, 48 h. Potency, µM (titrated, usually from 28.7 µM), for the others: at the top dose activity change, negative = inhibition, usual class: inhibitors; also: potency is read from the fitted curve at half-maximal effect; % is scaled to controls: 0 for no effect and ±100 for the full control effect
#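 Cell-based growth assay: transgenic P. falciparum expressing firefly luciferase, cultured in red cells within RPMI 1640 containing 0.5% w/v Albumax, 24 mM bicarbonate and gentamycin. A drop in luciferase activity indicates inhibition.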
# AmpC inh no detg = qHTS Inhibitors of AmpC Beta-Lactamase (assay without detergent); P00811; AmpC nitrocefin hydrolysis, absorbance 480 nm, 0.0001% Triton; Potency, µM (top dose mostly 57.1 µM), for inactives: at the highest dose activity change, negative = inhibition, most hits filed as inhibitors; actives 0.52% (n = 330,000);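 also: potency is read from the fitted curve at half-maximal effect; plate controls were no compound for no effect and no enzyme for full effect; nearly all actives have a fitted effect of over 20% in size; some results filed as inactive show a strong effect at the top dose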
# Target sequence (P00811 whole entry, looked up): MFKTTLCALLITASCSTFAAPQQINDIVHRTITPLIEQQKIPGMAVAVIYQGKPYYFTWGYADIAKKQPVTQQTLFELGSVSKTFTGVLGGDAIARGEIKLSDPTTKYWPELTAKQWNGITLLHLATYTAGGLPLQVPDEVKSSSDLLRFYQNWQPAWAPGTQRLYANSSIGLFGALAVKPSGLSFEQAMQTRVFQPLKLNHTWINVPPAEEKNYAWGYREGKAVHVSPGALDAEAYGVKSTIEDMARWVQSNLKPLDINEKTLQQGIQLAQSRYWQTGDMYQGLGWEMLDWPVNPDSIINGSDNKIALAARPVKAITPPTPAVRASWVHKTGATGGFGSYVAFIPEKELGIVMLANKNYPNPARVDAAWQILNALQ
#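 AmpC (5.3 nM in the dispensed reagent) in 20 mM phosphate pH 7.0 with 0.01% (detergent screen) or 0.0001% Triton X-100 was preincubated with compounds for 15 min at room temperature. Nitrocefin was then added from an 800 uM solution, and hydrolysis was followed at 480 nm.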
# Numbers without * were called inactive; ? = inconclusive; . = not tested or not shown; & = joins results of further samples; [ ] = dose if it differs, or a comment. Unless noted, calls follow the shape of the dose curve; as a rule, active = well fitted curve in the direction sought with a large enough effect; inconclusive = small, poorly fitted or top-dose-only effect, or another doubt; inactive = no such curve, though single readings can be large; an effect the other way counts as inactive or inconclusive. Rows are unselected. About 22% of those tested had a hit in this group.
# Value order – Pf growth 96h | Cycloheximide cs | Tb PYK inh | LmPK inhibitor | Shiga toxin inh | Pf growth 48h | AmpC inh no detg
(1) NNC(=O)c1cc2ccccc2cc1O
  10% | 7 | -16% | -3% | 10 | ? | -49%
(2) Cc1ccccc1NC(=O)Nc1ccccn1
  ? | 28* | 14% | 0% | . | 32%[activator] | -15%
(3) COc1ccc(N2CCN(C(=O)CSc3ncnc4c3cnn4-c3ccccc3C)CC2)cc1
  6.6µM* | -3 | -17% | 2% | -10 | 12% | -6%
(4) CCCCc1cc(=O)oc2cc(C)cc(OCC(=O)NCCN3CCOCC3)c12
  ? | -3 | 0% | 7% | -6 | ? | 1%
(5) Cc1ccc(-c2nnn(CC(=O)N(c3ccccc3F)C(C(=O)NC3CCCC3)c3ccncc3)n2)o1 (stereo not drawn)
  22% | -5 | -3% | -2% | -4 | ? | 0%
(6) O=C(Nc1nc2ccc(F)cc2s1)c1cccc(S(=O)(=O)N2CCc3ccccc32)c1
  ? | 24* | -2% | -1% | 35 | -2% | -47%
(7) COc1ccc(C(C#N)CCC2OCCO2)cc1OC (stereo not drawn)
  38%[activator] | . | 1% | . | . | 21% | 2%
(8) CC(=O)Nc1ccc(SCC(=O)NC(=O)c2ccccc2Br)cc1
  24% | . | 2% | . | . | -2% | -35%
(9) NC(=S)N=Nc1c(O)n(Cc2ccccc2)c2ccccc12
  14% | -1 | 10% | 0% | -15 | ? | -10%
(10) N#Cc1cc(C#N)c(SCC(=O)N2CC(=O)Nc3ccccc32)nc1N
  ? | . | -5% | . | . | ? | -24%
(11) O=C(CCCn1c(=O)c2sccc2n(CC(=O)NCC2CCCO2)c1=O)NCc1ccco1 (stereo not drawn)
  12% | -4 | 4% | -1%[11.5 µM] | -18 | -1% | -13%
(12) Cc1ccc(-n2nnnc2Sc2nc([N+](=O)[O-])nn2C)cc1C
  ? | -1 | 0% | -2% | 22 | 3.3µM* | -22%
(13) COCCn1c(Cc2ccccc2)nnc1SCC(=O)Nc1ccccc1
  -2% | -1 | -9% | 5% | -22 | 0% | 8%
(14) COC(=O)[C@H](C)NC(=O)Nc1cc(OC)ccc1OC
  -12% | -1 | 3% | 2% | -4 | 2% | -6%
(15) Cc1ccccc1SCC(=O)OCC(=O)Nc1ccc(N(C)C)cc1
  65%[activator] | 8 | -8% | 0% | 5 | ? | 2%
(16) NS(=O)(=O)c1ccc(NC(=O)CN2CCCCC2)cc1
  -25% | -1 | -6% | 2% | -10 | 9% | -9%
(17) N=c1c2c(-c3ccccc3)c(-c3ccccc3)n(Cc3ccccc3)c2ncn1CCCn1ccnc1
  1.3µM* | -3 | 6% | 6% | -11 | 0.93µM* | 141%[activator]
(18) Cc1nc(NC(=O)/C=C/c2ccc(Cl)cc2Cl)sc1C(=O)N(C)C
  ? | -4 | -6% | 2% | 12 | 15% | -20%
(19) COc1cccc(NC(=O)c2cc(S(=O)(=O)N3CCc4ccccc43)cn2C)c1
  3% | -3 | 2% | -2% | 7 | 24% | -27%
(20) COc1ccc(C2C(C(=O)c3ccco3)=C(O)C(=O)N2CCN2CCOCC2)cc1 (stereo not drawn)
  38%[activator] | -3 | -8% | -1% | 0 | 14% | 0%
(21) CCOC(=O)CC(NC(=O)Cn1nnc(-c2ccccc2Cl)n1)c1ccc(OC)cc1 (stereo not drawn)
  28% | 18 | 1%&2% | -5% | -19 | 15% | -10%
(22) O=C1OC2(CCCC2)OC(=O)C1=Cc1c[nH]c2ccccc12
  50%[activator] | 7 | -5% | 4% | 16 | 68%[activator] | 18%
(23) Cc1nn(-c2ccc(F)cc2)c2sc(C(=O)O)cc12
  -8% | 3 | -3% | -3% | 6 | -11% | -23%
(24) Cc1ccc(N=C2NC(=O)CC(C(=O)Nc3ccc4c(c3)OCO4)S2)cc1 (stereo not drawn)
  ? | 9 | -1% | 0% | -6 | ? | -25%
(25) CCc1ccc(N(CC(=O)NC(C)(C)C)C(=O)CCC(=O)Nc2ccccn2)cc1
  -9% | 0 | 1% | 0% | -5 | -23% | 52%
(26) Cc1ccc(NC(=O)C2C3CCCC2C3c2ccccc2)c(C)c1 (stereo not drawn)
  12% | -1 | -4% | 0% | -17 | -3% | -15%
(27) CC1CCC2(CC1)NC(=O)N(CC(=O)c1ccc(CNC(=O)C(C)(C)C)s1)C2=O (stereo not drawn)
  -7% | . | 0% | . | . | -19% | 0%
(28) CCOc1ccc(NC(=O)CCC(=O)c2ccc(F)cc2)cc1
  ? | 2 | 0% | -4% | -7 | -1% | -30%
(29) COc1cc(C2C3=C(CC(C)(C)CC3=O)NC3=C2C(=O)c2ccccc23)ccc1O (stereo not drawn)
  9% | 0 | -10% | 1% | 16 | ? | -13%
(30) CCN(CC(=O)Nc1ccc(NC(C)=O)cc1)C(=O)/C=C/c1cccs1
  -11% | -9 | -2% | -2% | -13 | 12% | -9%
(31) COc1ccc(NC(=O)CSCc2ccccc2C)cc1
  177%[activator] | 54* | -12% | -5% | 65* | 53%[activator] | -27%
(32) COc1ccc(OC)c(-c2csc(NC(=O)Cc3cc(OC)c(OC)c(OC)c3)n2)c1
  -21% | -6 | -3% | 3% | 4 | ? | 58%
(33) CC(Sc1nnc(NCc2ccccc2)s1)C(=O)Nc1ccc2c(c1)C(=O)c1ccccc1C2=O (stereo not drawn)
  2% | 63* | -25% | -5% | 64* | 40%[activator] | -57%
(34) COCCCNC(=O)Cn1cc(/C=C2\C(=O)NC(=O)N(c3ccccc3F)C2=O)c2ccccc21
  ? | -5 | -7% | 1% | -15 | -7% | 63%[activator]
(35) CCOc1ccccc1NC(=O)CSc1nnc(NC(=O)c2ccco2)s1
  36%[activator] | -2 | -7% | -7% | 14 | 5% | -6%
(36) CCOc1ccc(CCNC(=O)C2=C(C)C(=O)OC23CCCCC3)cc1OCC
  -8% | -2 | 0% | -1% | -17 | -22% | 49%
(37) CC1(C)Oc2ccc(C(=O)NNC(=O)Nc3ccccc3)cc2NC1=O
  30% | -2 | -10% | 0% | -9 | 8% | -17%
(38) CC(C)(C)c1[nH]nc2c1C(c1cccnc1)C(C#N)=C(N)O2 (stereo not drawn)
  ? | -5 | -11% | -5% | -27 | -10% | -18%
(39) CCOc1ccc(C(=O)NC(=S)Nc2cccc(S(=O)(=O)NC3=NCCC3)c2)cc1
  95%[activator] | -1 | -4% | 0% | -5 | 49%[activator] | -2%
(40) CSc1nnc(C)c(/C=C/Nc2ccc(F)cc2F)n1
  -3%[5.75 µM] | -2 | -3% | 0% | -6 | -11% | -1%
(41) CC(C)CSc1ccc(S(=O)(=O)NCC(=O)O)cc1[N+](=O)[O-]
  23% | -4 | -4% | 4% | -6 | 12% | -19%
(42) COc1ccccc1NS(=O)(=O)c1cc(N2Cc3ccccc3C2=N)ccc1N1CCOCC1
  ? | -2 | -11% | 2% | -16 | -28% | 89%[activator]
(43) O=C(N/N=C/c1ccc(OC(=O)c2cccc(Br)c2)cc1)c1cccnc1
  2% | -2 | 1% | -4% | 9 | 19% | -3%
(44) Cc1ccc(C(=O)NC(C)C2CC3CCC2C3)c(C)c1 (stereo not drawn)
  31%[activator] | 13 | -1% | 1% | 90* | 35%[activator] | -4%
(45) S=C1NC[C@H](CC2CCCCC2)N1CCc1cccc2ccccc12
  -15% | -3 | -4% | 2% | -2 | ? | -27%
(46) CCC[C@H]1CCCC/C=C\CCCC(=O)OCCN1C(=O)OC(C)(C)C
  ? | . | 2% | . | . | ? | 78%[activator]
(47) Cc1[nH]n(-c2ccccc2)c(=O)c1N=Nc1ccc(C#N)cc1
  8% | 1 | 2% | 1% | 7 | 35%[activator] | -1%
(48) COc1ccccc1NC(=O)C(CCS(C)(=O)=O)N1C(=O)c2ccccc2C1=O (stereo not drawn)
  ? | -2 | 2% | 3% | -22 | -8% | -19%
(49) O=C(NNS(=O)(=O)c1ccccc1[N+](=O)[O-])c1cccnc1
  ? | -1 | -13% | -2% | 16 | 56%[activator] | -16%
(50) CC12CCC(C/C1=N\N=C1\NC(=O)/C(=C\c3cccc(Br)c3)S1)C2(C)C (stereo not drawn)
  13µM* | -1 | 5% | 0% | -2 | ? | -26%
(51) COc1ccc(N2CCN(c3oc(-c4ccco4)nc3C#N)CC2)cc1
  . | -4 | 3% | 1% | -2 | 13% | 0%
(52) O=C(CNc1ccc2ccccc2c1)N/N=C/c1ccc([N+](=O)[O-])o1
  3.3µM* | 3 | -12% | 5% | 15 | 9.3µM* | ?
(53) CCCCNC(=O)N1CCN(C(=O)c2ccco2)CC1
  27% | 8 | -1% | 0% | 34 | 12% | 5%[2.29 µM]
(54) COc1ccc(-c2cc(C(=O)N3CC(C)CC(C)C3)c3ccccc3n2)cc1OC (stereo not drawn)
  10µM* | . | 2% | . | . | ? | 124%[activator]

# Entries from the list above with a furan ring, fused or not (seven):
# Value order – Pf growth 96h | Cycloheximide cs | Tb PYK inh | LmPK inhibitor | Shiga toxin inh | Pf growth 48h | AmpC inh no detg
(5) Cc1ccc(-c2nnn(CC(=O)N(c3ccccc3F)C(C(=O)NC3CCCC3)c3ccncc3)n2)o1 (stereo not drawn)
  22% | -5 | -3% | -2% | -4 | ? | 0%
(11) O=C(CCCn1c(=O)c2sccc2n(CC(=O)NCC2CCCO2)c1=O)NCc1ccco1 (stereo not drawn)
  12% | -4 | 4% | -1%[11.5 µM] | -18 | -1% | -13%
(20) COc1ccc(C2C(C(=O)c3ccco3)=C(O)C(=O)N2CCN2CCOCC2)cc1 (stereo not drawn)
  38%[activator] | -3 | -8% | -1% | 0 | 14% | 0%
(35) CCOc1ccccc1NC(=O)CSc1nnc(NC(=O)c2ccco2)s1
  36%[activator] | -2 | -7% | -7% | 14 | 5% | -6%
(51) COc1ccc(N2CCN(c3oc(-c4ccco4)nc3C#N)CC2)cc1
  . | -4 | 3% | 1% | -2 | 13% | 0%
(52) O=C(CNc1ccc2ccccc2c1)N/N=C/c1ccc([N+](=O)[O-])o1
  3.3µM* | 3 | -12% | 5% | 15 | 9.3µM* | ?
(53) CCCCNC(=O)N1CCN(C(=O)c2ccco2)CC1
  27% | 8 | -1% | 0% | 34 | 12% | 5%[2.29 µM]

# 2 records picked at random from those above, as already listed:
# Value order – Pf growth 96h | Cycloheximide cs | Tb PYK inh | LmPK inhibitor | Shiga toxin inh | Pf growth 48h | AmpC inh no detg
(49) O=C(NNS(=O)(=O)c1ccccc1[N+](=O)[O-])c1cccnc1
  ? | -1 | -13% | -2% | 16 | 56%[activator] | -16%
(45) S=C1NC[C@H](CC2CCCCC2)N1CCc1cccc2ccccc12
  -15% | -3 | -4% | 2% | -2 | ? | -27%
